# DAT uptake mod = changed hDAT dopamine uptake under cocaine IC80, either direction, primary screen, cocaine antagonist project, cell-based, LLC-PK1 hDAT, [14C]-dopamine uptake, MLSMR; Sodium-dependent dopamine transporter (Homo sapiens), Q01959; LLC-PK1 hDAT cells, [14C]-dopamine uptake with cocaine IC80; actives deviate in either direction; B-score at 10 µM; hit rate 1.3% among 110,000; AID 449768, 2010;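 active means Z score or B-score, a plate-position-corrected score, falls beyond the plate's 99.7% confidence bounds, in either direction; inactive means both scores lie inside the 99.7% bounds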;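 further: scored against the spread of the other compound wells on the same plate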
# Target sequence (Q01959 whole entry, looked up): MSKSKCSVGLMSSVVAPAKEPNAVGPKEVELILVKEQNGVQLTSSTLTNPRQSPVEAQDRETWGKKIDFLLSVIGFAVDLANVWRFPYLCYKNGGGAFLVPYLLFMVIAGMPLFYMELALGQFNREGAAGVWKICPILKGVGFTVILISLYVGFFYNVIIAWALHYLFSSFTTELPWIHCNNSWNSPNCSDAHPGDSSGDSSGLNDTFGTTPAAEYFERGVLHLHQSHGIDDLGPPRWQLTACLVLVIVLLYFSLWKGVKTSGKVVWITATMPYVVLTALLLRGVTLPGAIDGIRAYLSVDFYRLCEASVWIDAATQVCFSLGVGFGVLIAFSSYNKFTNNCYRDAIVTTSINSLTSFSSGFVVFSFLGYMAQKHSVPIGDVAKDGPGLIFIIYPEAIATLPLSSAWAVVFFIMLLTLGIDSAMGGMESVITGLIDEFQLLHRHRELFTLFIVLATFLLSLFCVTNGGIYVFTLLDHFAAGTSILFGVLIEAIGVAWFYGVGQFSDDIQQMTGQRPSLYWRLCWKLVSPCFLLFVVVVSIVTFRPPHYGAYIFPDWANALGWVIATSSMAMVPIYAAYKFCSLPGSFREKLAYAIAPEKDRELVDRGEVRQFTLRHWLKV
# Fibroblast inh = antiproliferative effect on LL 47 fibroblasts – human, LL 47 cells, CellTiter-Glo luminescence, primary screen. LL 47 human lung fibroblast viability, ATP luminescence; hits give low values. viability, % at 10 µM. hit rate 1.1% among 85,000;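 active means viability at or below 50% in the single dose screen; inactive means viability above 50%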;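 further: compound exposure lasted 72 h before the ATP readout; 100% = median luminescence of untreated cell-only wells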
#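 Test system: LL 47 human lung fibroblasts / Quantity: 1,150 cells in each well / Medium: IMEM growth medium with 15% fetal bovine serum / Incubation: 72 h compound exposure at 37 °C after overnight plating / Detection: CellTiter-Glo luminescence measuring cellular ATP / Read-out: % viability versus median cells-only luminescence / Benchmarks: cell-only wells, no compound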
# S1P2 blocker = human S1P2 receptor antagonists, primary screen, cell-based | Sphingosine 1-phosphate receptor 2 (Homo sapiens), O95136 | cell-based S1P2 antagonist assay, inhibition at 5 uM | inhibition, % at 5 µM | hit rate 0.21% among 97,000; in the data active means inhibition above about 45%;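 further: CRE beta-lactamase reporter cells expressing human S1P2 stimulated with S1P; 0% = agonist at EC80 alone and 100% = agonist plus reference antagonist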
# Target sequence (O95136 whole entry, looked up): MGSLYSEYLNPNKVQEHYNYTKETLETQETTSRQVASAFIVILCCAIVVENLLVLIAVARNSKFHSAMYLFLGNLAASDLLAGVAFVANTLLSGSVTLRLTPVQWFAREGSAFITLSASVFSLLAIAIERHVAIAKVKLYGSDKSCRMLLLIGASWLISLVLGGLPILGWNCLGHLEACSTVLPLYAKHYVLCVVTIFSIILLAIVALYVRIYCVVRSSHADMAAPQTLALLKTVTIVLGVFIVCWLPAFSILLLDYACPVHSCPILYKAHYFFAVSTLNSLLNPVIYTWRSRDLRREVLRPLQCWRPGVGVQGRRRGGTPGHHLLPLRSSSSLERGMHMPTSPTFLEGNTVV
# PostGolgi yeast = phenotypic screen on post-Golgi transport, primary screen; post-Golgi transport phenotypic cell assay; inhibition, % at 10 µM; hit rate 0.9% among 98,000; AID 739, 2007;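 further: yeast cells grown in 1536-well plates; yeast grown about 18 h at 30C before absorbance read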
# HUVEC prolif 384 = inhibitors of HUVEC proliferation, primary screen, cell-based, 384-well; hit rate 1.1% among 86,000; viability, % at 10 µM (by protocol); CellTiter-Glo luminescence, 72 h; hits give low values;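 active means viability at or below 30%; inactive means viability above 30%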;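 further: 100% = median luminescence of DMSO-only cell control wells on each plate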
# S1P2 agonist = S1P2 receptor agonists, primary screen, cell-based; Sphingosine 1-phosphate receptor 2 (Homo sapiens), O95136; hit rate 0.46% among 97,000; S1P2-expressing cell line, agonist reporter read-out; activation, % at 4.5 µM; in the data active means activation above about 16%;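 further: 0% = vehicle low control and 100% = maximal reference agonist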
# H69AR growth 86K = proliferation blockers of H69AR lung cancer cells, primary screen, cell-based, human, 86K library. hit rate 6% among 85,000. H69AR lung tumor viability, ATP luminescence, 72 h; hits give low values. AID 598, 2007. viability, % at 10 µM;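 active means viability at or below 40%; inactive means viability above 40%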;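 further: multidrug resistant small cell line overexpressing MRP-1 efflux transporter; 100% = mean luminescence of untreated control wells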
# E coli WT exp = growth inhibitors of wild-type E. coli, primary screen, strain BW25113, expanded library, OD600. OD600 absorbance. growth inhibition, % at 100 µM. hit rate 0.15% among 98,000;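 active means growth inhibition above about 50% at one test dose, limit read from the data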;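 further: growth measured after 20 h incubation at 37 °C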
# PostGolgi ctrl = growth inhibition of yeast control strain, primary screen, counter-screen for post-Golgi transport modulator project; efflux-deficient yeast background strain, growth absorbance A615, 16 h; inhibition, % at 10 µM; hit rate 5% among 98,000
# * marks the source's active call; other numbers are inactive results; nt = no result given. Unless noted, no stated cut-off is given here; in the data, active means inhibition above about 30%; inactive means the rest.
SMILES,DAT uptake mod,Fibroblast inh,S1P2 blocker,PostGolgi yeast,HUVEC prolif 384,S1P2 agonist,H69AR growth 86K,E coli WT exp,PostGolgi ctrl
O=C(CCN1C(=O)c2ccccc2C1=O)Nc1ccncc1,-0.5,105,nt,-3,108,nt,101,1,13
O=C1CC(NCc2cccs2)C(=O)N1c1ccc(Cl)cc1 (configuration not stated),0.074,110,5,-3,98,-5,107,3,11
CCNS(=O)(=O)c1ccc2c3c(cccc13)C(=O)N2,-0.091,nt,-13,3,nt,-6,nt,3,-1
N/C(=N\OS(=O)(=O)c1cc(Cl)ccc1Cl)c1ccncc1,0.12,103,-24,-7,100,-7,96,2,1
Cc1nonc1NC(=O)CSc1nnc(-c2ccoc2C)n1C,0.66,100,5,10,109,-5,89,3,0
C=CCSc1n[nH]c2nc3c(c(=O)n12)C1(CCCC1)Cc1ccccc1-3,nt,nt,-16,5,nt,2,nt,-4,23
O=C(COC(=O)c1ccc(S(=O)(=O)N2CCOCC2)cc1)Nc1nc(-c2ccccc2)cs1,2.3,104,-8,3,104,-9,69,-5,2
CCOc1ccc(N(CC(=O)Nc2ccccc2C)S(=O)(=O)c2c(C)noc2C)cc1,0.09,49*,-41,-5,50,1,19*,-11,8
COc1ccc(N=C2SC(C(=O)O)CC(=O)N2Cc2ccc(OC)c(OC)c2)cc1 (configuration not stated),-0.029,105,-22,-1,110,-1,86,3,5
Cc1ccc(C2C3=C(CC(C)(C)CC3=O)Nc3n[nH]c(C)c32)cc1 (configuration not stated),0.76,nt,9,14,99,-4,83,3,9
C=CCOC(=O)C1=C(C)NC(SCC(=O)Nc2ccccc2)=C(C#N)C1c1ccco1 (configuration not stated),nt,71,9,12,48,-7,52,-5,3
CCc1cc2c(cc3c(=O)n(CC(=O)N4CCN(c5ccccn5)CC4)nc(CC)n32)s1,0.26,103,18,7,95,-10,78,-1,15
CCNc1nc(N)c(C(=C(C#N)C#N)c2ccccc2)s1,1.3,nt,-22,0,nt,-5,nt,-10,4
O=C(COC(=O)c1ccc(Sc2ccccc2)c([N+](=O)[O-])c1)NC1CCCc2ccccc21 (configuration not stated),-0.028,103,-28,1,90,-2,94,-20,1
COc1ccc(NC(=O)C2C3C=CC(O3)C2C(=O)NCc2cccnc2)cc1 (configuration not stated),0.85,nt,2,4,nt,2,nt,6,5
O=C(O)C1CCN1C1CCCCC1 (configuration not stated),-0.11,104,0,14,101,0,89,0,11
CCN(CCO)c1ncnc2c1sc1nc(CC(C)C)c3c(c12)CC(C)(C)OC3,-0.089,90,-18,2,64,12,59,-20,10
COc1ccc(OC)c(C(=O)COC(=O)c2ccc(C)o2)c1,0.81,98,nt,-9,99,nt,92,-4,-10
COC(=O)c1nn(-c2ccc3c(c2)CCN3C(C)=O)cc1O,0.4,89,12,-3,79,-2,78,7,7
Cc1ccc(-n2sc3ccccc3c2=O)cc1S(=O)(=O)N1CCCCC1,0.12,49*,10,-1,74,-2,1.5*,-13,4

# Sorted by molar mass (highest first): part of the list above.
SMILES,DAT uptake mod,Fibroblast inh,S1P2 blocker,PostGolgi yeast,HUVEC prolif 384,S1P2 agonist,H69AR growth 86K,E coli WT exp,PostGolgi ctrl
CCOc1ccc(N(CC(=O)Nc2ccccc2C)S(=O)(=O)c2c(C)noc2C)cc1,0.09,49*,-41,-5,50,1,19*,-11,8
C=CCSc1n[nH]c2nc3c(c(=O)n12)C1(CCCC1)Cc1ccccc1-3,nt,nt,-16,5,nt,2,nt,-4,23
COc1ccc(OC)c(C(=O)COC(=O)c2ccc(C)o2)c1,0.81,98,nt,-9,99,nt,92,-4,-10

# More results
SMILES,DAT uptake mod,Fibroblast inh,S1P2 blocker,PostGolgi yeast,HUVEC prolif 384,S1P2 agonist,H69AR growth 86K,E coli WT exp,PostGolgi ctrl
CCOC(=O)c1c(NC(=O)CSc2nnnn2C)sc(C)c1C,0.16,96,-15,-1,84,1,80,-7,11
COc1ccccc1N1CCN(CC(=O)c2ccc3ccn(C(C)=O)c3c2)CC1,-1.6,89,2,-5,94,-10,87,0,17
CCCCCOc1ccc(NC(=O)CCCC(=O)O)cc1,-0.053,99,-17,15,106,-13,96,-9,1
O=c1cc(O)c2c(=O)n(-c3ccccc3)c3ccccc3c2o1,1.9,100,8,-3,87,-2,12*,0,5
Cc1nc2ccccc2n1C1CC(=O)N(Cc2ccccc2)C1=O (configuration not stated),-0.76,101,28,-3,98,-5,85,4,-2
CC(=O)c1nc(N2C(=O)C3CC=C(C)CC3C2=O)sc1C (configuration not stated),-0.17,91,2,2,97,-3,90,0,5
Cc1nc(N)sc1N=Nc1ccc(Br)cc1,-1.8,98,2,-1,65,-5,84,-23,22
Cc1noc(C)c1C(=O)N1CCC(Cc2ccccc2)CC1,0.017,98,nt,4,87,nt,92,-3,4
Cc1cc(SCC(=O)N/N=C/c2ccc(O)cc2O)c(C)cc1Br,-0.47,37*,1,-1,35,-4,26*,13,20
Cc1nc(N2CCN(c3ccccc3)CC2)nc2c1C(=O)CC(c1ccccc1)C2 (configuration not stated),-1.2,101,16,27,110,-7,nt,-14,-7
CC(=O)Nc1ccccc1C(=O)C(=O)O,-0.82,nt,16,-3,nt,-6,nt,-9,0
COCn1c(=O)c2c(nc(SC3=NCCS3)n2Cc2ccccc2C)n(COC)c1=O,1.2,nt,-12,-12,nt,-5,nt,-22,20
O=C(O)CN(Cc1ccccc1)S(=O)(=O)c1ccc(F)cc1,0.044,103,-7,1,102,-2,93,5,2
O=C(N/N=C/C1C(c2ccccc2)C1(Cl)Cl)c1cccc(Br)c1 (configuration not stated),-1.1,nt,13,2,nt,-4,nt,0,10
CC(=O)OCCN(Cc1ccccc1)Cc1ccc2c(c1)OCO2,0.87,98,19,3,101,-3,92,1,15
Cc1ccccc1-c1coc2cc(O)ccc2c1=O,-1.7,91,0,-9,108,-5,88,2,2
CCOC(=O)c1nn(-c2c(C)n(C)n(-c3ccccc3)c2=O)cc1O,-0.15,96,23,0,102,-9,108,0,10
CC(C)n1cc(/C=C2/SC(=O)N(CC(=O)N3CCCC3)C2=O)c2ccccc21,-0.24,nt,-21,-3,nt,-3,nt,-6,25
CCOc1ccccc1Oc1cn[nH]c1-c1ccc(OC)cc1O,-1.6,94,-5,81*,71,-7,16*,17,52*
CCc1ccc(NC(=O)COn2nnc3ccc(S(=O)(=O)N(C)C)cc32)cc1,1.5,nt,-15,-2,nt,0,nt,12,-2

# Three entries from above, ordered by the number in DAT uptake mod, rising.
molecule | DAT uptake mod | S1P2 blocker | PostGolgi yeast | S1P2 agonist
Cc1ccccc1-c1coc2cc(O)ccc2c1=O | -1.7 | 0 | -9 | -5
O=C(O)CN(Cc1ccccc1)S(=O)(=O)c1ccc(F)cc1 | 0.044 | -7 | 1 | -2
CCc1cc2c(cc3c(=O)n(CC(=O)N4CCN(c5ccccn5)CC4)nc(CC)n32)s1 | 0.26 | 18 | 7 | -10

# Among those listed so far, 2 have a cyano group:
SMILES,DAT uptake mod,Fibroblast inh,S1P2 blocker,PostGolgi yeast,HUVEC prolif 384,S1P2 agonist,H69AR growth 86K,E coli WT exp,PostGolgi ctrl
C=CCOC(=O)C1=C(C)NC(SCC(=O)Nc2ccccc2)=C(C#N)C1c1ccco1 (configuration not stated),nt,71,9,12,48,-7,52,-5,3
CCNc1nc(N)c(C(=C(C#N)C#N)c2ccccc2)s1,1.3,nt,-22,0,nt,-5,nt,-10,4

# (cont.)
SMILES,DAT uptake mod,Fibroblast inh,S1P2 blocker,PostGolgi yeast,HUVEC prolif 384,S1P2 agonist,H69AR growth 86K,E coli WT exp,PostGolgi ctrl
CCOc1ccc(S(=O)(=O)N2CCN(S(=O)(=O)c3ccc(OCC)cc3)C(C)C2)cc1 (configuration not stated),0.22,95,nt,nt,86,nt,49,nt,nt
O=C(NCCCN1CCCCCC1)c1ccc(CS(=O)(=O)Cc2ccccc2F)o1,-0.6,106,-9,-2,100,1,79,-6,12
CS(=O)(=O)N1CCC(C(=O)NCCc2ccccc2)CC1,-0.074,111,-7,-1,101,-4,83,2,2
Cc1ccccc1Cn1ccc(NC(=O)c2nc3ncccn3n2)n1,0.18,103,-6,-9,102,-5,96,6,8
CCC(=O)Nc1ccc(S(=O)(=O)NCc2ccco2)cc1,-0.15,99,0,12,86,-4,94,6,8
CCOC(=O)N1CCN(c2c(NCc3ccc(Cl)cc3)c(=O)c2=O)CC1,-0.043,52,4,-19,52,0,41,-1,6
CC(NC(=O)C1CC2CCCC(C1)C2=O)c1ccccc1 (configuration not stated),-0.56,98,-21,0,97,-4,82,1,9
C=CCSc1ncccc1C(=O)NCc1ccc(C)cc1,-0.4,101,3,-1,106,-2,92,-5,11
Cc1cc(C)n2c(SCc3ccccc3Cl)nnc2n1,0.98,100,-34,-2,104,-2,86,3,39*
O=C(NCc1ccc(Cl)cc1)c1cc2ccccn2n1,1.1,103,5,2,103,-4,100,14,-6
Cc1occc1-c1nnc(SCC(=O)NCCc2ccccc2)n1Cc1ccccc1,-0.043,97,2,3,101,-3,67,6,-1
CCN(CC)c1ccc(CC(=O)NC(C)Cc2ccccc2)cc1 (configuration not stated),1.5,nt,18,-3,nt,-2,nt,6,18
CCc1nc(SCc2ccc(C(=O)OC)o2)c2c(=O)n(C)c(=O)n(C)c2n1,-0.35,100,-29,-4,77,3,60,-8,-3
CCC(CC)NC(=O)C1CCN(S(=O)(=O)c2cccs2)CC1,-0.12,nt,5,-3,nt,-3,nt,-1,-3
COC(=O)C1=C(C)N(C)C(=O)/C1=C\c1ccco1,-0.19,nt,-33,-5,nt,-5,nt,15,-4
Cc1onc(-c2ccccc2Cl)c1C(=O)NCc1cccs1,-0.1,106,10,-2,87,-5,69,1,2
O=S(=O)(Cc1ccc(Cl)cc1)Nc1ccc2c(c1)OCO2,0.73,89,10,-1,76,-4,97,-6,1
CC(C)CNC(=O)c1cc2nc3c(c(C(F)(F)F)n2n1)CCc1ccccc1-3,-0.057,107,-3,-7,125,-2,78,-1,-6
Cc1ccccc1Cn1c(=O)n(CCCC(=O)NCc2ccco2)c(=O)c2ccccc21,0.22,95,nt,1,104,nt,72,-3,8
N#C/C(=C/c1ccc(C(=O)O)cc1)C(=O)NCc1ccccc1,-0.36,nt,-21,3,nt,-4,nt,-7,8

# Molecules from the list above with an NH in an aromatic ring, in the order listed:
SMILES,DAT uptake mod,Fibroblast inh,S1P2 blocker,PostGolgi yeast,HUVEC prolif 384,S1P2 agonist,H69AR growth 86K,E coli WT exp,PostGolgi ctrl
C=CCSc1n[nH]c2nc3c(c(=O)n12)C1(CCCC1)Cc1ccccc1-3,nt,nt,-16,5,nt,2,nt,-4,23
Cc1ccc(C2C3=C(CC(C)(C)CC3=O)Nc3n[nH]c(C)c32)cc1 (configuration not stated),0.76,nt,9,14,99,-4,83,3,9
CCOc1ccccc1Oc1cn[nH]c1-c1ccc(OC)cc1O,-1.6,94,-5,81*,71,-7,16*,17,52*
